Bioassay records from PubChem.
FAS TE block – inhibitors of human fatty acid synthase thioesterase domain; P49327; inhibition, % at 15 µM; AID 602261; actives 0.67% (n = 360,000); recombinant FAS-TE, OMFH fluorogenic substrate, fluorescence endpoint;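 active = compounds whose normalised, plate-corrected inhibition of enzyme fluorescence in the single-dose primary screen is 50% or more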;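 note: 0% = DMSO with enzyme and 100% = substrate without enzyme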
MsrA act – activates bovine MsrA enzyme; actives 0.3% (n = 360,000); activation, % at 10.6 µM; AID 602163; purified bovine MsrA, absorbance read-out; in the data active = activation above about 7.5%;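 note: 0% = vehicle and 100% = reference activator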
MLLE-PAM2 inh – blocks PAM2 peptide binding to the PABP1 MLLE domain. P11940. actives 0.36% (n = 360,000). inhibition, % at 20 µM. GST-MLLE / FITC-PAM2 fluorescence polarization; in the data active = inhibition above about 35%, passing the limit was not always enough;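 note: plate controls were DMSO wells with GST-MLLE for no effect and wells lacking GST-MLLE protein for full effect; some results filed as inactive read as strong as hits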
MsrA inh – bovine MsrA inhibition; purified bovine MsrA, absorbance read-out; inhibition, % at 15.5 µM; actives 0.75% (n = 360,000); AID 651718; in the data active = inhibition above about 4.5%;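 note: 0% = vehicle wells with enzyme and 100% = reference inhibitor wells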
Neddylation inh – cullin neddylation inhibition | P61081+Q13564 | actives 0.58% (n = 360,000) | TR-FRET cullin neddylation, biochemical | AID 651699 | calls only at 25 µM; in the data active = inhibition above about 36%
Rin1-Abl PPI inh – blocks binding of human Rin1 to Abl; TR-FRET Rin1/Abl binding, biochemical; actives 0.4% (n = 360,000); inhibition, % at 7.35 µM; in the data active = inhibition above about 5%, passing the limit was not always enough
CSN inh – blocks human CSN-mediated cullin deneddylation; inhibition, % at 12.5 µM; AID 651999; Q92905; actives 0.38% (n = 360,000); Purified CSN, SCF-Nedd8-OG deneddylation, fluorescence polarization;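 active = pattern-corrected inhibition above about 35%, with an unprinted fluorescence ratio check between 0.5 and 1.5, limit read from the data, passing the limit was not always enough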;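 note: 0% = enzyme with substrate and 100% = substrate without enzyme; some results filed as inactive read as strong as hits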
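Schedule: reaction 90 min, room temperature / Assay system: HEK293T-derived human Csn5 enzyme / Input: Csn5 at 0.24 nM final / Measure: inhibition of Csn5 cleavage, % / Control set: substrate-only high control, full reaction low control / Technique: fluorescence polarization of the substrate / Buffer or medium: Tris/NaCl/DTT buffer, pH 7.5 / Reagent: SCFSkp2-Nedd8OG substrate at 10 nM final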
E coli Lon inh – inhibitors of E. coli Lon protease; purified E. coli Lon protease, fluorescence polarization; inhibition, % at 7.94 µM; actives 0.42% (n = 360,000); in the data active = inhibition above about 13%, passing the limit was not always enough;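 note: 0% = enzyme with probe and DMSO and 100% = no enzyme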
Target sequence (P0A9M0 whole entry, looked up): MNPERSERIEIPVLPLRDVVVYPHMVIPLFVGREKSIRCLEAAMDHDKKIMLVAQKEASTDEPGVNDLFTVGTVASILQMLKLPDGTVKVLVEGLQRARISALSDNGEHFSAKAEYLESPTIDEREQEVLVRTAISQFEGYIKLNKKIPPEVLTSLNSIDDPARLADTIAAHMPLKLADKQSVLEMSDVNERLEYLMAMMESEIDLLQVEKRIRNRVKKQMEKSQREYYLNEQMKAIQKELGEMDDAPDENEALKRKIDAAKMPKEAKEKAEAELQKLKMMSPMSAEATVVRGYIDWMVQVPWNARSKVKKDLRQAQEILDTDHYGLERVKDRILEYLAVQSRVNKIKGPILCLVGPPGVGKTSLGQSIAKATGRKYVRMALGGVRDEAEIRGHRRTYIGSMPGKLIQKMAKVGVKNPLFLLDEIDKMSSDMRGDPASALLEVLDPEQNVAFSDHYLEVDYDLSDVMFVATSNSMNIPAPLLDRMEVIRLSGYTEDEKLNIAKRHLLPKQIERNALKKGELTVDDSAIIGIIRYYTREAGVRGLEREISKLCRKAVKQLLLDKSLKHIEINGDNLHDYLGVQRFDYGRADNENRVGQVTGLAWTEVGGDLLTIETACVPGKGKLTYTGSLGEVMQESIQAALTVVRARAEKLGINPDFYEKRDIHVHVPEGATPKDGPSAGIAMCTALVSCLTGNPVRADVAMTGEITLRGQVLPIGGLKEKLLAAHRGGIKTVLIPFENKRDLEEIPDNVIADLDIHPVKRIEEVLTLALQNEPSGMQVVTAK
TbMetRS inhib – blocks T. brucei methionyl-tRNA synthetase activity; actives 0.4% (n = 360,000); inhibition, % at 11.9 µM; purified T. brucei MetRS, ATP depletion, Kinase-Glo luminescence;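 active = inhibition above a per-plate cutoff of the control wells' mean inhibition plus 3 SD, cut at about 5.5% in these data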;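 note: 0% = DMSO wells median and 100% = median of wells with control inhibitor compound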
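Dosing: 11.9 µM single point; system: parasite MetRS enzyme; technique: luminescence of leftover ATP; times: 15 min enzyme-compound preincubation, 2 h reaction, 10 min detection, 25 °C; replicates: each compound tested once; read-out basis: percent inhibition relative to median high and low control wells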
Starred values were filed as active, the others as inactive; i = inactive; nt = no result given.

SMILES,FAS TE block,MsrA act,MLLE-PAM2 inh,MsrA inh,Neddylation inh,Rin1-Abl PPI inh,CSN inh,E coli Lon inh,TbMetRS inhib
COc1cc(/C=N/NC2=NC(C)(C)Cc3ccccc32)cc(OC)c1OC,0,-12,-5,1.3,i,6,3,-4,-2.7
CC1(C)CC(NC(=O)CC2CCCCC2)CC(C)(C)N1,-4,-6,-5,-0.4,i,3,-4,-3,-1.4
O=C(CN1CCCC1)NCC12CC3CC(CC(C3)C1)C2,-4,0,-3,1.7,i,-3,0,4,-0.1
COC(=O)COc1ccc(S(=O)(=O)NCc2ccco2)cc1Cl,-5,2,-4,1.4,i,-2,0,-5,-0.4
CSCCC(NC(=O)c1ccc([N+](=O)[O-])cc1Cl)C(=O)OCC(=O)NCC(F)(F)F (stereo not drawn),23,-2,8,1.1,i,0,-1,3,-0.6
O=C(c1cc2c(s1)CCCC2)n1cccn1,10,-2,9,nt,i,-3,-1,-5,-0.3
Cc1ccc(-n2nnnc2CNC(=O)C2CC(=O)N(c3ccc(F)cc3)C2)cc1C (stereo not drawn),-6,7.7*,-1,-0.5,i,5,5,-6,-0.4
CCN(CC)C(=O)c1ccc(-c2cccs2)s1,0,-8,0,1.1,i,-5,6,7,-0.6
COc1ccnc(-n2cccc2C=O)c1C#N,-5,-6,5,nt,i,3,-6,5,-0.5
COc1ccc(OC)c(NC(=O)C2=C(C)Nc3ncnn3C2c2cccs2)c1 (stereo not drawn),-12,1,2,0.8,i,4,-2,1,0.2
Cc1ccc(NC(=O)CN(C)C(=O)c2ccc(Br)o2)cc1,-2,-9,-19,0.3,i,3,3,3,-0.1
CCC(=O)c1ccc2c(c1)OCCO2,0,-3,-10,0.3,i,-2,2,-4,-0.5
Cc1noc(C)c1S(=O)(=O)N(CC(=O)N1CCCC1)c1ccc(C(C)C)cc1,10,0,-9,-0.7,i,-2,-3,2,-0.1
CCOc1ccc(CCN2C(=S)N([C@@H](CC(C)C)CN3CCCC3CN3C(=S)NC[C@@H]3CC(C)C)C[C@@H]2Cc2ccccc2)cc1 (stereo partly drawn),-82,-5,4,-0.8,i,2,-5,-4,0.0
CC1CCN(N=Nc2nc3c([nH]2)c(=O)n(C)c(=O)n3C)CC1,-6,1,5,7.8*,i,1,-1,-1,-0.1
Cc1ccc(C(=O)NNC(=O)c2ccc3ncccc3c2)cc1,-5,-2,-9,-0.4,i,-3,-2,-2,-0.8
CCCCn1c(SCc2nc3ccccc3s2)nc2ccccc2c1=O,27,-2,-4,-0.3,i,-2,-9,-7,0.1
O=C(Nc1ccc(F)c(Cl)c1)c1cc(C2CCCN(S(=O)(=O)c3ccccc3)C2)on1 (stereo not drawn),31,-1,5,0.0,i,-3,2,-8,0.3
COc1ccc(C2N(c3ccc4c(c3)OCCO4)C(=O)C2(F)F)cc1OC (stereo not drawn),19,1,-12,1.2,i,2,0,-3,0.0
O=C(NCc1ccco1)c1ccc2[nH]c(=O)c(=O)[nH]c2c1,-3,-4,-6,0.9,nt,-2,-3,-3,0.3
CCNC(=O)C/C(C)=N/NC(=O)C1CCCCC1,-7,-5,-9,1.6,i,0,-17,3,-0.7
CCOc1c(N2CCOCC2)c(=O)c1=O,-6,1,0,0.6,i,1,105,-7,0.1
O=C(CC1(CC2=NS(=O)(=O)c3ccccc3N2)CCCC1)NCCc1ccccc1,25,1,-8,0.9,i,0,1,-1,-0.3
O=C(CN1CCN(c2ccccn2)CC1)Nc1ccc(Br)cc1,-2,-2,-6,-0.7,i,3,-3,-4,0.3
CC1(c2ccccc2)NC(=O)N(CC(=O)NCC2CCCO2)C1=O (stereo not drawn),-6,0,11,1.1,i,1,1,3,-0.1
CC(C)(C)NC(=O)c1nn(Cc2ccccc2)c(=O)c2ccccc12,7,-1,-6,0.6,i,1,4,14,-0.7
CCCc1ncc(C(O)c2ccc(OC)cc2)n1C (stereo not drawn),-10,-2,11,-0.3,i,2,2,-6,0.0
COc1ccccc1-n1c(SCC(=O)Nc2ccc(Br)cc2)nc(O)cc1=O,-6,-4,0,-0.1,i,-2,2,-4,-0.1
CCNC(=O)Nc1ccc2c(c1)c(=O)n(C)n2CC=C(C)C,-5,-4,5,1.4,nt,-4,0,-2,-0.2
CCN(CC(=O)Nc1ccc(OC)cc1)C(=O)c1ccccc1Sc1ccccc1C#N,-4,-4,0,0.9,i,2,-2,-8,-0.5
O=C(NCc1ccccc1F)C1CCN(C(=O)Nc2ccc(F)cc2)CC1,-2,-2,2,-0.4,i,3,1,-3,0.2
CCOc1ccc(NC(=O)CN(C)C(=O)c2ccc(OCC3CCCO3)cc2)cc1OCC (stereo not drawn),-4,-1,9,-0.5,i,2,7,-2,-0.2
O=C(NC(=S)N1CCOCC1)c1ccc(F)cc1,-2,-4,3,-0.5,i,2,4,-4,-0.5
O=c1[nH]nc(SCc2ccccc2)n1C1CC2C=CC1C2 (stereo not drawn),-5,4,-2,-0.3,i,-4,-1,0,-0.4
COc1ccc(CC2(CO)CCN(C(C)COc3ccccc3)CC2)cc1 (stereo not drawn),-3,-1,14,1.8,i,-2,-5,9,0.7
CCCC(NC(=O)C(C)NC(=O)CO/N=C1\C=C2CCC3C4CCC(C(C)=O)[C@@]4(C)CCC3[C@@]2(C)CC1)C(=O)O (stereo partly drawn),-5,1,-1,1.9,i,5,2,-2,0.6
O=C(/C=C/c1ccc(S(=O)(=O)N2CCOCC2)cc1)OCC(=O)c1ccc([N+](=O)[O-])cc1,15,-3,19,-0.4,i,-5,5,-8,-0.5
O=C1CCCCC1C(O)(C(=O)c1ccccc1)c1ccccc1 (stereo not drawn),10,-1,7,-1.2,i,-1,-1,-9,-0.2
O=C(O)CC1S/C(=N/N=C/c2ccc([N+](=O)[O-])cc2)N(c2ccc(O)cc2)C1=O (stereo not drawn),2,-4,4,6.8*,i,2,-3,2,1.1
CCCN1C(=O)c2cccc3c(N4CCCCC4)ccc(c23)C1=O,-146,-4,18,0.3,i,-1,-95,74*,-0.4
Cc1ccn2c(=O)nc(SCC(=O)NCc3ccc4c(c3)OCO4)nc2c1,-1,-2,8,0.8,i,-2,5,-6,-0.4
Cc1ccc(F)cc1NC(=O)CSCc1nc2sc(C)c(C)c2c(=O)[nH]1,-9,0,16,-0.2,i,0,-3,-15,-0.4
Cc1ccc(CN2CCN(Cc3ccc(OC(C)C)cc3)CC2CCO)o1 (stereo not drawn),-7,-3,-4,0.2,i,-1,-1,-6,-0.8
O=C(CC[C@H]1O[C@@H](n2ccc(=O)[nH]c2=O)[C@H](O)[C@@H]1O)NCc1ccco1,-7,-1,9,-1.6,i,3,2,-10,0.3
COc1cc2cc(C(=O)O)n(C)c2c(OC)c1OC,-7,-8,4,-0.1,nt,-3,2,0,-0.4
COCCCNC(=O)c1ccc(Cn2c(=O)[nH]c3ccccc3c2=O)cc1,-3,0,19,-1.3,i,2,-4,-4,-0.3
Cc1cc(F)ccc1C(O)c1ncc(-c2cccc(OCc3ccccc3)c2)[nH]1 (stereo not drawn),13,-2,2,-0.8,i,-1,3,-10,0.2
COCCNC(=S)N(Cc1cccnc1)Cc1ccc(OC)c(OC)c1,-6,-9,-40,0.5,i,3,-15,-3,-1.4
CC(=O)c1ccc(OCc2cc(C(=O)N(C)C(C)c3ccon3)no2)cc1 (stereo not drawn),-1,-4,-2,-0.1,i,3,-1,-5,-0.1
Nc1ncc(Br)cc1S(=O)(=O)NC1CCCCC1,-3,-3,0,0.6,i,6,3,-10,0.2

Next structures.
Second line of a record: FAS TE block	MsrA act	MLLE-PAM2 inh	MsrA inh	Neddylation inh	Rin1-Abl PPI inh	CSN inh	E coli Lon inh	TbMetRS inhib
> CCN(CC)S(=O)(=O)N1CCC(C(=O)NCCC2=CCCCC2)CC1
    -6	-2	2	-0.1	i	1	6	0	0.3
> CN1C(=O)N(CC(=O)N2CCN(S(=O)(=O)/C=C/c3ccccc3)CC2)C(=O)C12CCCCC2
    5	-1	-7	0.6	i	1	-2	3	1.0
> Cn1c(=O)c2c(nc(CN3CCc4ccccc4C3)n2CC(=O)c2ccccc2)n(C)c1=O
    15	-1	26	-1.2	i	0	5	-1	0.8
> COc1cccc(/C=C2\C(=O)C(=O)c3ccccc32)c1
    0	-6	38*	-0.4	i	-2	6	-3	-0.6
> COCCNC(=O)C1(C)CCCN(C(=O)c2cccc3ccccc23)C1 (stereo not drawn)
    -8	0	-2	3.1	i	0	-2	7	-0.2
> CC(=O)Nc1ccc(S(=O)(=O)N2CCCC2C(=O)Nc2ccc3c(c2)OCCO3)cc1 (stereo not drawn)
    -4	-2	-6	0.7	i	2	113	-11	0.1
> COc1cc(Cl)c(C)cc1NC(=O)COC(=O)C1CC1C (stereo not drawn)
    13	-8	10	-1.3	i	4	-3	0	-0.7
> CCOCC(=O)Nc1ncc(S(=O)(=O)c2ccc([N+](=O)[O-])cc2)s1
    3	-6	24	1.2	i	2	-8	-3	0.5
> Cn1nccc1-c1coc2c(C(=O)NCc3ccccc3)cccc12
    -4	0	3	-0.3	i	-3	0	-3	1.2

Sorted by value in MsrA inh (lowest first): some entries from above
SMILES	MsrA act	MLLE-PAM2 inh	MsrA inh	Neddylation inh	Rin1-Abl PPI inh	CSN inh	E coli Lon inh	TbMetRS inhib
Cn1c(=O)c2c(nc(CN3CCc4ccccc4C3)n2CC(=O)c2ccccc2)n(C)c1=O	-1	26	-1.2	i	0	5	-1	0.8
COc1cccc(/C=C2\C(=O)C(=O)c3ccccc32)c1	-6	38*	-0.4	i	-2	6	-3	-0.6
COCCNC(=O)C1(C)CCCN(C(=O)c2cccc3ccccc23)C1 (stereo not drawn)	0	-2	3.1	i	0	-2	7	-0.2

In a second layout: entries from further up
COc1cc(Cl)c(C)cc1NC(=O)COC(=O)C1CC1C (stereo not drawn)
  FAS TE block = 13	MsrA act = -8	MLLE-PAM2 inh = 10	MsrA inh = -1.3	Neddylation inh = i	Rin1-Abl PPI inh = 4	CSN inh = -3	E coli Lon inh = 0	TbMetRS inhib = -0.7

Cn1c(=O)c2c(nc(CN3CCc4ccccc4C3)n2CC(=O)c2ccccc2)n(C)c1=O
  FAS TE block = 15	MsrA act = -1	MLLE-PAM2 inh = 26	MsrA inh = -1.2	Neddylation inh = i	Rin1-Abl PPI inh = 0	CSN inh = 5	E coli Lon inh = -1	TbMetRS inhib = 0.8

Cn1nccc1-c1coc2c(C(=O)NCc3ccccc3)cccc12
  FAS TE block = -4	MsrA act = 0	MLLE-PAM2 inh = 3	MsrA inh = -0.3	Neddylation inh = i	Rin1-Abl PPI inh = -3	CSN inh = 0	E coli Lon inh = -3	TbMetRS inhib = 1.2

COc1cccc(/C=C2\C(=O)C(=O)c3ccccc32)c1
  FAS TE block = 0	MsrA act = -6	MLLE-PAM2 inh = 38*	MsrA inh = -0.4	Neddylation inh = i	Rin1-Abl PPI inh = -2	CSN inh = 6	E coli Lon inh = -3	TbMetRS inhib = -0.6
